NFkB transloc pot – enhancers of NFkB p65 translocation in HUVEC – imaging, IL-1B stimulus, high-content imaging, primary screen | HUVEC IL-1B NFkB p65 nuclear translocation imaging | activation, % at 2 µM | 0.3% of 94,000 active | AID 819, 2007;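 active = activation above 40%, about the mean plus 3 SD, also judged a hit on visual image review; inconclusive = activation above 40% but not a hit on visual review; inactive = activation not above 40% and no visual hit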;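 note: percent activation is computed from the nuclear over cytoplasmic p65 intensity ratio; values of inactives mirror those of a sister screen read the other way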
MRP resist rev – reversal of MRP1-mediated doxorubicin resistance, primary screen, H69AR cells, doxorubicin co-treatment. H69AR cells + 2 uM doxorubicin, CellTiter-Glo, 72 h. differential viability (reversal), % at 10 µM. 0.04% of 85,000 active. AID 602, 2007;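 active = viability drop by adding the cancer drug above about 55%, with treated viability meeting a 40% cutoff, limit read from the data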;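 note: viability without doxorubicin minus viability with 2 µM doxorubicin for each compound; larger differential means the compound sensitizes cells more to doxorubicin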
IL1B NFkB inh – inhibitors of IL-1B driven NFkB p65 nuclear import, primary screen, imaging, HUVEC, IL-1B stimulus, high-content imaging. inhibition, % at 2 µM. HUVEC IL-1B NFkB p65 nuclear translocation imaging. 0.43% of 94,000 active;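 active = inhibition above about 30% together with a positive call from visual inspection of the well image, limit read from the data; inconclusive = inhibition above a set limit but visual check negative; inactive = inhibition not above a set limit, visual check negative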;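 note: nuclear over cytoplasmic p65 intensity ratio measured by imaging; 0% = IL-1B stimulated DMSO wells and 100% = unstimulated DMSO wells; values of inactives mirror those of a sister screen read the other way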
Bcl-B displacement – displacers of TR3 peptide from Bcl-B, primary screen, selectivity assay for Bfl-1 inhibitor project, biochemical, fluorescence polarization; Bcl-2-like protein 10 (Homo sapiens); FP displacement of FITC-TR3 peptide from Bcl-B; higher % means a stronger effect; displacement, % at 20 µM; hits with a dose series show IC50 in µM; 0.11% of 96,000 active; AID 748, 2007;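 active = displacement above 50% at 20 µM plus a fluorescence interference ratio under 1.5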;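 note: plate controls were wells without compound for no effect and wells lacking Bcl-B protein for full effect; a part of the inactive calls stands beside numbers as strong as those of hits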
PLAP inhibition – PLAP enzyme inhibitors, biochemical, luminescence, HTS (AID 690) | Alkaline phosphatase, placental type (Homo sapiens) | purified PLAP, luminescent substrate; higher % means a stronger effect | one-dose inhibition, % at 20 µM; IC50 in µM for titrated hits | 0.08% of 96,000 active; in the data active = a potency from the dose series; inactive = the rest, 99 in 100 with inhibition below about 30%; note: strong numbers were not always called active
MRP resist rev cytotoxicity – further read-out of MRP resist rev, marked with its call; viability, %; H69AR cells, CellTiter-Glo, 72 h; measured here: cytotoxicity without doxorubicin
MRP resist rev with doxorubicin – further read-out of MRP resist rev, marked with its call; viability, %; measured here: viability with 2 uM doxorubicin; active compounds read low
IL1B NFkB inh cell count 2 µM – second read-out of IL1B NFkB inh, no call of its own (marks repeat the call); cell count; measured here: cells passing quality filter;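 raw number of nuclei counted in each imaged well without normalization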
NFkB transloc pot cell count 2 µM – also measured in NFkB transloc pot; calls as there; cell count; measured here: cells passing quality filter
The depositor's hits bear a star; u = inconclusive; x = not tested or not shown.

Sample of the layout (11 entries):
(1) CCCCNC(=O)CSc1nc2ccsc2c(=O)n1C1CCN(C(=O)OCC)CC1
(2) CCn1c(C)c(C(C)=O)c(N2CCCCC2)nc1=S
(3) CN(C)C(=O)CN(C)S(=O)(=O)c1ccc(Cl)cc1
(4) CCN(CCO)C(=O)C12CCC(C)(C(=O)C1)C2(C)C (stereo not given)
(5) COc1ccccc1NC(=O)CC1COc2ccccc2O1 (stereo not given)
(6) CN(C)c1ccc(/C(=N\O)C(F)(F)F)cc1
(7) N#Cc1c(=O)c2nc(NCc3ccccc3)ncc2n2ccccc12

assay / compound | 1 | 2 | 3 | 4 | 5 | 6 | 7
MRP resist rev cytotoxicity | 68 | 92 | 88 | 72 | 90 | 91 | x
Bcl-B displacement | -3% | 46% | -12% | -6% | -2% | 5% | 33%
IL1B NFkB inh | -12 | -1 | 91* | -10 | 15 | 10 | 7
IL1B NFkB inh cell count 2 µM | 159 | 49 | 147* | 130 | 144 | 153 | 153
MRP resist rev | 22 | -6 | 1 | -15 | 7 | 0 | x
NFkB transloc pot cell count 2 µM | 159 | 49 | 147 | 130 | 144 | 153 | 153
PLAP inhibition | -34% | 1% | -2% | 6% | 10% | -10% | 15%
NFkB transloc pot | 12 | 3 | -91 | 10 | -15 | -10 | -7
MRP resist rev with doxorubicin | 46 | 98 | 88 | 87 | 82 | 90 | x

(8) COc1ccc(-c2nc(C#N)c(N3CCOCC3)o2)cc1OC
(9) c1ccc(Cc2nnc(-c3ccccc3)o2)cc1
(10) CCOc1ccc(C(=O)NCC(=O)OCC(=O)N2CCC(C)CC2)cc1
(11) CCN(CC)S(=O)(=O)c1ccc(S(=O)(=O)N2CCCC2C(=O)O)cc1 (stereo not given)

assay / compound | 8 | 9 | 10 | 11
MRP resist rev cytotoxicity | 93 | 92 | x | 108
Bcl-B displacement | -4% | -4% | 0% | -3%
IL1B NFkB inh | x | u | -19 | 6
IL1B NFkB inh cell count 2 µM | x | x | 50 | 157
MRP resist rev | 18 | 13 | x | 11
NFkB transloc pot cell count 2 µM | x | 98 | 50 | 157
PLAP inhibition | 2% | -4% | -3% | -8%
NFkB transloc pot | x | -57 | 19 | -6
MRP resist rev with doxorubicin | 75 | 79 | x | 97

Results, previewed entries included:
(1) CCCCNC(=O)CSc1nc2ccsc2c(=O)n1C1CCN(C(=O)OCC)CC1
(2) CCn1c(C)c(C(C)=O)c(N2CCCCC2)nc1=S
(3) CN(C)C(=O)CN(C)S(=O)(=O)c1ccc(Cl)cc1
(4) CCN(CCO)C(=O)C12CCC(C)(C(=O)C1)C2(C)C (stereo not given)
(5) COc1ccccc1NC(=O)CC1COc2ccccc2O1 (stereo not given)

assay / compound | 1 | 2 | 3 | 4 | 5
MRP resist rev cytotoxicity | 68 | 92 | 88 | 72 | 90
Bcl-B displacement | -3% | 46% | -12% | -6% | -2%
IL1B NFkB inh | -12 | -1 | 91* | -10 | 15
IL1B NFkB inh cell count 2 µM | 159 | 49 | 147* | 130 | 144
MRP resist rev | 22 | -6 | 1 | -15 | 7
NFkB transloc pot cell count 2 µM | 159 | 49 | 147 | 130 | 144
PLAP inhibition | -34% | 1% | -2% | 6% | 10%
NFkB transloc pot | 12 | 3 | -91 | 10 | -15
MRP resist rev with doxorubicin | 46 | 98 | 88 | 87 | 82

(6) CN(C)c1ccc(/C(=N\O)C(F)(F)F)cc1
(7) N#Cc1c(=O)c2nc(NCc3ccccc3)ncc2n2ccccc12
(8) COc1ccc(-c2nc(C#N)c(N3CCOCC3)o2)cc1OC
(9) c1ccc(Cc2nnc(-c3ccccc3)o2)cc1
(10) CCOc1ccc(C(=O)NCC(=O)OCC(=O)N2CCC(C)CC2)cc1

assay / compound | 6 | 7 | 8 | 9 | 10
MRP resist rev cytotoxicity | 91 | x | 93 | 92 | x
Bcl-B displacement | 5% | 33% | -4% | -4% | 0%
IL1B NFkB inh | 10 | 7 | x | u | -19
IL1B NFkB inh cell count 2 µM | 153 | 153 | x | x | 50
MRP resist rev | 0 | x | 18 | 13 | x
NFkB transloc pot cell count 2 µM | 153 | 153 | x | 98 | 50
PLAP inhibition | -10% | 15% | 2% | -4% | -3%
NFkB transloc pot | -10 | -7 | x | -57 | 19
MRP resist rev with doxorubicin | 90 | x | 75 | 79 | x

(11) CCN(CC)S(=O)(=O)c1ccc(S(=O)(=O)N2CCCC2C(=O)O)cc1 (stereo not given)
(12) CCC(=O)Nc1sc(C(=O)OC)c(C)c1C(=O)OC
(13) CC(C)(CN=C1NS(=O)(=O)c2ccccc21)CNC(=O)CN1C(=O)c2ccccc2C1=O
(14) O=C(CS(=O)(=O)c1cn(Cc2ccccc2Cl)c2ccccc12)N1CCOCC1
(15) Cc1ccc(C(=O)CC(=O)c2cc(Cl)ccc2O)cc1

assay / compound | 11 | 12 | 13 | 14 | 15
MRP resist rev cytotoxicity | 108 | 100 | 93 | 81 | 5
Bcl-B displacement | -3% | -12% | 3% | x | -6%
IL1B NFkB inh | 6 | x | 2 | 17 | -3
IL1B NFkB inh cell count 2 µM | 157 | x | 78 | 92 | 189
MRP resist rev | 11 | 15 | -1 | 2 | 2
NFkB transloc pot cell count 2 µM | 157 | x | 78 | 92 | 189
PLAP inhibition | -8% | 27% | -2% | x | 26%
NFkB transloc pot | -6 | x | -2 | -17 | 3
MRP resist rev with doxorubicin | 97 | 84 | 95 | 79 | 3

(16) C=CCSc1n[nH]c(-c2ccccc2)n1
(17) CC(=O)c1cccc(N(CC(=O)Nc2cccnc2)S(C)(=O)=O)c1
(18) O=C(Oc1ccccc1-c1nnco1)c1ccccc1
(19) N#CC1=C(Nc2ccccc2)SC=C(c2ccc(Br)cc2)N=C1N1CCOCC1
(20) COc1cc(/C=N\Nc2nc3ccccc3o2)cc(OC)c1OC

assay / compound | 16 | 17 | 18 | 19 | 20
MRP resist rev cytotoxicity | 95 | 111 | 95 | x | 99
Bcl-B displacement | -2% | -5% | -6% | 4% | x
IL1B NFkB inh | 10 | -2 | -4 | 4 | -27
IL1B NFkB inh cell count 2 µM | 121 | 126 | 72 | 161 | 119
MRP resist rev | 7 | 20 | 14 | x | 5
NFkB transloc pot cell count 2 µM | 121 | 126 | 72 | 161 | 119
PLAP inhibition | 18% | -21% | 12% | -4% | x
NFkB transloc pot | -10 | 2 | 4 | -4 | 27
MRP resist rev with doxorubicin | 89 | 91 | 81 | x | 93

(21) Cc1ccc(C(=O)N(CN2CCCC2=O)c2ccccc2)cc1C
(22) O=c1[nH]c2cc3c(cc2cc1CN(CC1CCCO1)S(=O)(=O)c1ccc(Cl)cc1)OCCO3 (stereo not given)
(23) CCOC(=O)N1CCC(N2CC34C=CC(O3)C(C(=O)O)C4C2=O)CC1 (stereo not given)
(24) CCOC(=O)c1cnn(CCOC(=O)c2cccs2)c1NC(=O)c1cccs1

assay / compound | 21 | 22 | 23 | 24
MRP resist rev cytotoxicity | 92 | 12 | 96 | 87
Bcl-B displacement | -1% | -6% | 1% | 16%
IL1B NFkB inh | -12 | -23 | 1 | 14
IL1B NFkB inh cell count 2 µM | 131 | 128 | 53 | 131
MRP resist rev | -8 | -11 | 2 | -7
NFkB transloc pot cell count 2 µM | 131 | 128 | 53 | 131
PLAP inhibition | -35% | -26% | -17% | 0%
NFkB transloc pot | 12 | 23 | -1 | -14
MRP resist rev with doxorubicin | 100 | 23 | 93 | 95

Only part of the results is shown, so the mix of outcomes need not match the whole.
